High-throughput results as filed in PubChem.
Vif inh = HIV Vif self-association inhibitors, primary screen, imaging, HEK293T, single point | HEK293T cells, Vif self-association by quenched fluorescence, 24 h | inhibition, % at 7.49 µM | actives 0.35% (n = 340,000); in the data active = inhibition above about 50%, passing the limit was not always enough; inconclusive = no clear call, values can overlap the other calls; inactive = below about 31%; note: some results filed as inactive read as strong as hits
hiPSC survival = enhancers of single-cell hiPSC survival, primary screen, ATPlite luminescence | 100% = ROCK inhibitor wells, 0% = DMSO | survival enhancement, % at 20 µM | actives 0.044% (n = 360,000); in the data active = survival enhancement above about 18%;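 note: cells exposed to compounds for 16 hours before the ATP read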
TRPM1 prom inh = inhibitors of MITF-dependent TRPM1 promoter reporter, primary screen, cell-based, SK-MEL-5, single point, luciferase. actives 0.83% (n = 330,000). inhibition, % at 12.5 µM. SK-MEL-5 TRPM1 promoter luciferase, 24 h;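 active = mean inhibition across replicates of 60% or more, whatever share of single replicates reaches that level; inconclusive = some that reach 60%, reason not given; inactive = mean inhibition across replicates below 60%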; note: values of inactives mirror those of a sister screen read the other way
CaV13 ICDI inh = Primary screen for inhibitors of IQ motif and Ca2+-dependent inactivation inhibitor domain binding in CACNA1D, Förster resonance energy transfer in living cells, …; AID 743397; inhibition, % at 12.3 µM; actives 0.098% (n = 340,000); HEK cells, CFP/YFP FRET ICDI-IQ, plate reader, 10 min; percent FRET-ratio fall versus neutral wells;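 active = mean replicate inhibition of at least 30% and at least 1% of replicates passing that level; inconclusive = only one of the two criteria is met; inactive = neither criterion is met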;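 note: 0% = median of the neutral control wells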
aDG glyco act = activators of alpha-DG glycosylation, primary screen, uHTS, Pro5-aDG cells, AlphaScreen | actives 0.22% (n = 360,000) | alpha-DG glycosylation AlphaScreen (IIH6); 0% Pro5, 100% B10-LARGE cell signal | activation, % at 10 µM;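 active = activation of at least 8% versus controls, or a plate z-score of at least 8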;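 note: Pro5 are CHO cells carrying HIG-tagged alpha-DG that lacks glycosylation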
Granule exo inh = LAMP-1 surface exposure blockers, TALL-104 cells – cell-based, flow cytometry, MLPCN library, primary screen; TALL-104 LAMP-1 surface exposure; cells stimulated with thapsigargin and PMA; inhibition, % at 10 µM; actives 0.66% (n = 360,000);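 active = inhibition above about 55%, limit read from the data; inconclusive = no clear call, values can overlap the other calls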
Peg3 promoter = Peg3 promoter-driven luciferase inhibitors, primary screen, cell-based, HeLa, luciferase luminescence; actives 1.7% (n = 360,000); HeLa PEG-Prom luciferase reporter, overnight; inhibition, % at 20 µM;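 active = inhibition of at least 50% at 20 µM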
NR2E3 ag-1 = NR2E3 agonists in two-hybrid cells, primary screen, cell-based, luminescence, CHO-S, Gal4-NCOR/VP16-NR2E3 | AID 602229, 2012 | luciferase | actives 0.35% (n = 360,000) | inhibition of corepressor binding, % at 3.98 µM | Photoreceptor-specific nuclear receptor (Homo sapiens), Q9Y5X4;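 active = inhibition above the mean of all tested compounds plus 3 SD, cut at about 70% in these data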;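 note: 0% = DMSO with NR2E3 transfected cells and 100% = cells lacking NR2E3 construct; higher means lower luciferase signal from less NR2E3 corepressor binding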
Target sequence (Q9Y5X4 whole entry, looked up, the tested form may be a part): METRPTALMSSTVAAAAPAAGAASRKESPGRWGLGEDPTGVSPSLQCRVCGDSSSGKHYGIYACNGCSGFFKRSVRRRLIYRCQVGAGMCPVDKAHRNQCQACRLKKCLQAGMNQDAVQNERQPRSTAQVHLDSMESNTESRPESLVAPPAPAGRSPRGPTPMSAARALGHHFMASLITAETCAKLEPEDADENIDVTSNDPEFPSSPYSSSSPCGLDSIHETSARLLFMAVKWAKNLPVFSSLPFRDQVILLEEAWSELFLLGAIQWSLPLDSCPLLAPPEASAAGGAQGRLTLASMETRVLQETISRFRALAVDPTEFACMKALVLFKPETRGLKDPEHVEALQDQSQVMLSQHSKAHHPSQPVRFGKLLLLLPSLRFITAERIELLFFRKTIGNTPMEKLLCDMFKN
HIF-2a inh = HIF-2a reporter inhibitors, primary screen, luminescence, 786-0 RCC cells; AID 624352, 2012; inhibition, % at 18.8 µM; 786-0 RCC cells HIF-2a reporter, luciferase luminescence, overnight; actives 0.72% (n = 360,000);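 active = inhibition of the luminescence signal of 40% or more relative to plate controls, in a single-dose primary screen at 18.75 µM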
PDI inh = inhibitors of human PDI, primary screen, biochemical, turbidity, single point, plate reader; Protein disulfide-isomerase (Homo sapiens), P07237; PDI insulin aggregation turbidity, A650, 90 min; AID 588391, 2011; inhibition, % at 10 µM; actives 0.052% (n = 350,000);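 active = mean inhibition across replicates of 30% or more, whatever share of single replicates reach that level; inconclusive = mean inhibition below 30% while every single replicate reaches 30%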;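 note: absorbance from insulin aggregation driven by PDI reduction with DTT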
Target sequence (P07237 whole entry, looked up): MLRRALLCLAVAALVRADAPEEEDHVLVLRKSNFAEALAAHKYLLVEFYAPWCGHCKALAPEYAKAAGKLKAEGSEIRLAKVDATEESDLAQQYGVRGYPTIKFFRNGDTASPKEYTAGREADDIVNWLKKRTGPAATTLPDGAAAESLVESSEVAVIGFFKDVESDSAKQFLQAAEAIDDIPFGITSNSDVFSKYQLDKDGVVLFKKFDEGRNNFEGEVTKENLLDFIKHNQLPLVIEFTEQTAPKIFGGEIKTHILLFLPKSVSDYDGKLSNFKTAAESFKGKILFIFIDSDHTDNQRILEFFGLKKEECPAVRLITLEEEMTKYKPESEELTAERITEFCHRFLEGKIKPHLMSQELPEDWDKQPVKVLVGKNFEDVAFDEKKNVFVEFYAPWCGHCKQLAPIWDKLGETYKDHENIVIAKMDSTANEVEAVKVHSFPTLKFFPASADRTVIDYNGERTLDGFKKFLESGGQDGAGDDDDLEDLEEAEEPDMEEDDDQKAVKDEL
NR2E3 ag-2 = inhibitors of NR2E3-RetCOR corepressor binding, primary screen, NR2E3 agonist project, biochemical, TR-FRET, GST-NR2E3, biotin-RetCOR; Photoreceptor-specific nuclear receptor (Homo sapiens), Q9Y5X4; AID 2300, 2010; inhibition of corepressor binding, % at 4.78 µM; actives 0.12% (n = 320,000); 1536-well;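 active = percent inhibition above the cutoff of mean plus 3 SD of all tested compounds, set per screening campaign, cut at about 20% in these data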;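 note: 0% = DMSO wells and 100% = biotin wells as full block of FRET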
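system = GST-tagged NR2E3 plus biotinylated RetCOR corepressor | input = 1.35 nM GST-NR2E3 | also added = 7 nM biotin-RetCOR | schedule = 5 h incubation at 4 °C | measured by = TR-FRET with europium anti-GST and streptavidin-D2, 340 nm excitation | read-out = percent loss of FRET ratio relative to control wells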
* = called active by the depositor; ? = inconclusive; / = no result given.

SMILES	Vif inh	hiPSC survival	TRPM1 prom inh	CaV13 ICDI inh	aDG glyco act	Granule exo inh	Peg3 promoter	NR2E3 ag-1	HIF-2a inh	PDI inh	NR2E3 ag-2
CCOC(=O)C1=C(COC(=O)C(CC)c2ccccc2)NC(=O)NC1C (configuration not stated)	4	0.4	4	-6	0.3	0	9	8	9	-1	4
Cc1ccc(S(=O)(=O)N2C[C@@H]3[C@H]4CC[C@H](C4)[C@@H]3[C@@H](C)[C@@H]2c2cn(Cc3ccccc3)c3ncccc23)cc1	-11	-0.7	3	-5	0.0	1	13	-34	7	-6	/
CCCc1c(C(=O)N/N=C(\C)CCc2ccc(OC)cc2)nnn1-c1nonc1N	-5	-0.4	-3	-2	-0.2	5	-14	-1	-23	7	0
O=C(Nc1ccccc1)c1cc(Cl)nc2ccccc12	-6	-0.5	6	-7	0.0	-7	8	-6	3	10	4
Cc1cccc(C)c1NC(=O)c1cnn(-c2ccccc2)c1C	-6	0.9	-4	-3	-0.1	-4	3	15	-7	0	2
CCOC(=O)c1c(/N=C/C2=C(O)CC(C)(C)CC2=O)sc2c1CCCC2	6	1.4	/	-22	-0.1	2	0	-18	2	-6	-2
C=C(C)Cn1c(SCC(=O)N/N=C/c2c(O)ccc3ccccc23)nc2ccccc2c1=O	-2	1.3	19	-8	0.4	6	61*	-11	19	-20	-1
CC1=C(C(=O)OC2CCCCC2)C(c2cccnc2)n2nnnc2N1 (configuration not stated)	-3	1.9	8	-2	-0.4	0	-4	11	11	-6	0
CN1CCN(S(=O)(=O)c2ccc(Br)c3nsnc23)CC1	-4	-0.6	12	-6	0.7	4	22	-8	16	-8	1
Cc1cccc(OCCCC(=O)NC2CCCCC2)c1	0	-0.1	-10	-19	0.3	-3	-3	-16	0	2	4
CCN(CC)N=Nc1ccc(C(=O)O)cc1	1	0.5	0	-3	0.2	-9	-19	-115	-7	4	1
O=C(Cc1c(F)cccc1Cl)Nc1cc(S(=O)(=O)N2CCCCC2)ccc1N1CCOCC1	-5	-0.5	13	0	-0.3	4	8	40	2	9	-3

Next part, starting with the last 2 of the part before.
SMILES	Vif inh	hiPSC survival	TRPM1 prom inh	CaV13 ICDI inh	aDG glyco act	Granule exo inh	Peg3 promoter	NR2E3 ag-1	HIF-2a inh	PDI inh	NR2E3 ag-2
CCN(CC)N=Nc1ccc(C(=O)O)cc1	1	0.5	0	-3	0.2	-9	-19	-115	-7	4	1
O=C(Cc1c(F)cccc1Cl)Nc1cc(S(=O)(=O)N2CCCCC2)ccc1N1CCOCC1	-5	-0.5	13	0	-0.3	4	8	40	2	9	-3
O=[N+]([O-])c1ccc(C(O)CN2CCOCC2)cc1 (configuration not stated)	5	1.1	9	-2	0.0	-1	16	-41	3	0	2
CCc1cc2c(Nc3ccccc3O)nc(C)nc2s1	-5	-0.2	7	-21	0.5	1	19	11	10	2	/
COc1ccc(-c2oc3c(c2C(=O)OCCO)C(OCCO)CCC3)cc1 (configuration not stated)	/	-0.9	/	-8	-0.2	4	/	4	18	/	/
N#CNC(N)=Nc1cccc(Cl)c1	7	1.2	-3	-5	-0.1	-2	1	-12	5	5	3
Cc1[nH]c(=O)[nH]c(=O)c1NC(=O)c1ccc(OC(C)C)cc1	-8	-1.0	-8	-3	-0.1	-2	-4	-12	6	0	1
COc1ccc(CCNC(=O)COC(=O)CSc2ccc([N+](=O)[O-])cc2)cc1OC	-3	0.3	1	-7	-0.1	8	2	-28	-8	-2	1
COc1ccc(Br)cc1CN(C)CC(=O)NCc1ccc(F)cc1	-9	0.3	-7	-3	0.3	37	19	-27	27	1	3
COc1cc(NS(=O)(=O)c2ccc(C)cc2)c2c(c1N)C(=O)c1ccccc1C2=O	/	-3.4	/	-6	-0.2	2	-35	-46	-62	-2	/
OC[C@@H]1CN(Cc2ccccc2)C[C@H](n2ccc3c(N4CCCC4)ncnc32)O1	-7	1.1	/	-6	0.0	-1	12	19	5	-2	/
COc1ccc(-c2noc(CN3CCOCC3)n2)cc1OC	4	0.7	-13	-4	-0.1	-1	1	-10	1	-3	3
CC1CCCC(NC(=O)COC(=O)CCC(=O)c2cccs2)C1C (configuration not stated)	17	-0.1	6	-3	-0.3	2	-4	-30	2	-29	/
Cc1ccccc1NC(=S)Nc1ccc(Br)cc1	6	-1.3	7	-3	0.2	1	-9	20	-9	5	-1
Cc1n[nH]c(C)c1N=Nc1ccc(Br)cc1	-1	1.0	-5	-4	-0.2	11	-74	-45	-140	-3	2
COc1ccc(-n2nc3c(c2NC(=O)Cc2cccc(C)c2)CS(=O)C3)cc1 (configuration not stated)	0	0.7	-1	-5	-0.3	-1	9	-36	3	11	5
CCOc1ccc(C(C)=O)cc1CSc1nnc(-c2ccncc2)n1CCOC	5	0.2	15	-7	0.2	-1	4	-1	12	-5	2
COc1cc(C=C2C(=O)c3ccccc3C2=O)cc(OC)c1	-6	-0.4	-21	-5	1.8	-1	18	-16	13	-3	-2
CN(C)c1nnnn1-c1ccc(Cl)cc1	13	3.5	-11	-6	0.0	0	4	8	21	-7	1
CN(C)c1ccc(CSc2ccccc2)cc1	-24	-4.2	-111	-4	0.0	8	-299	-32	-266	-6	/
CCOc1ccc(S(=O)(=O)N(C)CC(=O)NCc2ccccn2)cc1Cl	19	-0.5	10	-7	0.1	-14	10	24	7	8	3
Cc1cc(Cl)ccc1NS(=O)(=O)c1c(C)[nH]c(=O)[nH]c1=O	-2	0.2	3	-18	0.0	4	-8	-18	10	7	/
CSCCC(NS(=O)(=O)c1ccc2c(c1)OCCO2)C(=O)N(C)Cc1ccccc1F (configuration not stated)	-2	-0.5	7	-3	-0.4	-1	33	4	12	8	0
CC(O)[C@H]1CN=C(N)N1CCc1cc(C(F)(F)F)cc(C(F)(F)F)c1 (some centres not stated)	-2	-0.6	-8	-6	0.1	1	3	-27	-2	-3	1
Cc1ccc(Nc2ccccc2)nn1	1	-0.1	2	-21	-0.1	0	8	-8	17	3	4
CC(=O)c1cccc(NC(=O)CSc2nc(N3CCCCC3)nc(N3CCCCC3)n2)c1	-2	0.7	-20	5	-0.3	-7	-56	-30	-104	-6	-1
N=C1N(c2ccccc2)C(=S)C(=Nc2ccccc2)N1c1ccccc1	3	-1.3	47	-6	3.5	1	74*	-69	-297	9	/
CCC(C)NC(=O)CCS(=O)(=O)c1ccc2c(c1)n(C)c(=O)c(=O)n2C (configuration not stated)	0	-2.6	2	?	0.7	-2	-7	1	14	3	-4
COc1ccc(-c2cc(C)no2)cc1S(=O)(=O)N1CCCCC1	-5	0.1	-4	-5	-0.3	29	17	24	6	-4	1
C=C(C)CNC(=O)c1ccc2nc(Cc3ccc(OC)cc3)oc2c1	19	1.2	/	-2	0.0	0	-313	-138	-272	8	2
O=S(=O)(c1cccc(C(F)(F)F)c1)N1CCC(CO)(CCCc2ccccc2)CC1	-7	-0.1	-1	-6	0.0	28	20	-15	11	2	1
CC(=O)C1=C(NC(=O)c2ccccc2F)C[C@@H]2[C@H]1C2(C)C	-13	-2.6	5	/	-0.3	2	-13	-14	-15	-7	0
C=CC(=O)Nc1cccc(Oc2ccnc(Nc3ccc(N4CCN(C)CC4)cc3)n2)c1	-3	-4.9	28	-5	0.0	0	52*	15	59*	-3	/
CCN(CC)S(=O)(=O)c1cc(NC(=O)C2CC(=O)N(Cc3ccccc3)C2)ccc1Cl (configuration not stated)	-4	-0.2	17	-5	-0.1	-3	16	8	14	-3	0
CCN=C1SC(C(=O)Nc2cccc(C(=O)O)c2)CC(=O)N1CC (configuration not stated)	11	1.4	9	/	-0.2	4	9	1	-1	2	-2
Cc1ccc(-c2ccc(S(=O)(=O)N3CC(C)OC(C)C3)cc2)cc1 (configuration not stated)	-12	-0.3	22	-2	0.3	-1	10	-2	15	-4	-2
COc1ccccc1NS(=O)(=O)NC(=O)c1cn(C)c2ccccc12	-1	-0.4	4	-15	-0.3	2	13	-22	-4	4	-2
Cc1cc(N2CCCC2)ccc1NC(=O)CN1C(=O)NC2(CCCCC2)C1=O	-4	0.8	-2	-7	-0.1	1	4	-18	2	4	-3
CC(=O)N1CCCc2cc(S(=O)(=O)N3CCN(c4ccccn4)CC3)ccc21	-10	-2.1	2	/	0.2	0	12	-8	15	-7	-2
COc1ccc(CNC(=O)CN2CCN(c3ccccc3)CC2)cc1	-8	2.3	5	-19	-0.1	3	-2	11	16	-1	0
CC(C)c1ccc2nc(N)sc2c1	-3	-0.1	-95	1	-0.1	-2	-249	-116	-236	20	1
Cc1ccc(-c2nnc(N3CCN(C(=O)Cn4c(=O)n(C)c5ccccc54)CC3)c3ccccc23)cc1	-11	-0.8	17	-3	0.2	-1	16	-10	4	2	2
CC(C)c1ccc(C(=O)OCC(=O)Nc2cccc(S(=O)(=O)NC3=NCCC3)c2)cc1	9	2.8	/	-9	-0.2	-2	0	-25	8	-2	/
O=C1NCC(CN(c2ccccc2)c2ccccc2)O1 (configuration not stated)	1	1.7	10	-9	0.1	1	13	2	0	-3	-2
CC(=O)c1cccc(S(=O)(=O)Nc2ccc(N3CCOCC3)cc2)c1	4	-0.4	9	-4	0.1	-15	-4	19	14	-49	3
COc1ccc(N2C(=O)CC(n3cnc4ccccc43)C2=O)cc1 (configuration not stated)	-2	2.7	-2	-4	-0.2	3	-1	4	9	1	-1
CCCNC(=O)Cc1ncn[nH]1	0	-1.9	2	-3	-0.4	2	8	-14	7	1	0
COc1ccc(N/N=C(/Oc2ccc([N+](=O)[O-])cc2)C(C)=O)cc1	/	-2.3	9	-5	-0.3	1	3	-10	1	-6	-2
Cc1cc(C)c(C#N)c(N2CCC(C(N)=O)CC2)n1	-3	-0.4	-13	-5	-0.2	-2	-3	-8	11	-8	5
O=C(COC(=O)c1ccc(NC(=O)C2CC=CCC2C(=O)O)cc1)c1ccccc1 (configuration not stated)	-1	-0.2	-14	-3	-0.1	-12	-5	-23	-7	-1	-3
Cc1ccc(OCC(=O)O/N=C(\N)c2ccncc2)cc1C	3	-0.8	-71	-7	0.2	-1	-181	-107	-226	3	6
O=C(Nc1ccc2c(c1)CCC2)c1cccc(S(=O)(=O)N2CCN(c3ccc(F)cc3)CC2)c1	?	2.5	11	/	0.0	-5	23	-13	3	4	-3
